Pf apPOL block: Pf-apPOL DNA polymerase inhibition | Recombinant Pf-apPOL, molecular beacon fluorescence, 1.5 h | inhibition, % at 10 µM | actives 0.25% (n = 210,000)
mHTT-CaM PPI inh: inhibitors of human mutant huntingtin-calmodulin interaction; P42858; AlphaScreen His-mHTT/GST-CaM binding, luminescence; inhibition, % at 15 µM; actives 3.6% (n = 190,000);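 further: 0% = both proteins with DMSO and 100% = one protein alone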
Target sequence (P42858 whole entry, looked up, stated change not applied): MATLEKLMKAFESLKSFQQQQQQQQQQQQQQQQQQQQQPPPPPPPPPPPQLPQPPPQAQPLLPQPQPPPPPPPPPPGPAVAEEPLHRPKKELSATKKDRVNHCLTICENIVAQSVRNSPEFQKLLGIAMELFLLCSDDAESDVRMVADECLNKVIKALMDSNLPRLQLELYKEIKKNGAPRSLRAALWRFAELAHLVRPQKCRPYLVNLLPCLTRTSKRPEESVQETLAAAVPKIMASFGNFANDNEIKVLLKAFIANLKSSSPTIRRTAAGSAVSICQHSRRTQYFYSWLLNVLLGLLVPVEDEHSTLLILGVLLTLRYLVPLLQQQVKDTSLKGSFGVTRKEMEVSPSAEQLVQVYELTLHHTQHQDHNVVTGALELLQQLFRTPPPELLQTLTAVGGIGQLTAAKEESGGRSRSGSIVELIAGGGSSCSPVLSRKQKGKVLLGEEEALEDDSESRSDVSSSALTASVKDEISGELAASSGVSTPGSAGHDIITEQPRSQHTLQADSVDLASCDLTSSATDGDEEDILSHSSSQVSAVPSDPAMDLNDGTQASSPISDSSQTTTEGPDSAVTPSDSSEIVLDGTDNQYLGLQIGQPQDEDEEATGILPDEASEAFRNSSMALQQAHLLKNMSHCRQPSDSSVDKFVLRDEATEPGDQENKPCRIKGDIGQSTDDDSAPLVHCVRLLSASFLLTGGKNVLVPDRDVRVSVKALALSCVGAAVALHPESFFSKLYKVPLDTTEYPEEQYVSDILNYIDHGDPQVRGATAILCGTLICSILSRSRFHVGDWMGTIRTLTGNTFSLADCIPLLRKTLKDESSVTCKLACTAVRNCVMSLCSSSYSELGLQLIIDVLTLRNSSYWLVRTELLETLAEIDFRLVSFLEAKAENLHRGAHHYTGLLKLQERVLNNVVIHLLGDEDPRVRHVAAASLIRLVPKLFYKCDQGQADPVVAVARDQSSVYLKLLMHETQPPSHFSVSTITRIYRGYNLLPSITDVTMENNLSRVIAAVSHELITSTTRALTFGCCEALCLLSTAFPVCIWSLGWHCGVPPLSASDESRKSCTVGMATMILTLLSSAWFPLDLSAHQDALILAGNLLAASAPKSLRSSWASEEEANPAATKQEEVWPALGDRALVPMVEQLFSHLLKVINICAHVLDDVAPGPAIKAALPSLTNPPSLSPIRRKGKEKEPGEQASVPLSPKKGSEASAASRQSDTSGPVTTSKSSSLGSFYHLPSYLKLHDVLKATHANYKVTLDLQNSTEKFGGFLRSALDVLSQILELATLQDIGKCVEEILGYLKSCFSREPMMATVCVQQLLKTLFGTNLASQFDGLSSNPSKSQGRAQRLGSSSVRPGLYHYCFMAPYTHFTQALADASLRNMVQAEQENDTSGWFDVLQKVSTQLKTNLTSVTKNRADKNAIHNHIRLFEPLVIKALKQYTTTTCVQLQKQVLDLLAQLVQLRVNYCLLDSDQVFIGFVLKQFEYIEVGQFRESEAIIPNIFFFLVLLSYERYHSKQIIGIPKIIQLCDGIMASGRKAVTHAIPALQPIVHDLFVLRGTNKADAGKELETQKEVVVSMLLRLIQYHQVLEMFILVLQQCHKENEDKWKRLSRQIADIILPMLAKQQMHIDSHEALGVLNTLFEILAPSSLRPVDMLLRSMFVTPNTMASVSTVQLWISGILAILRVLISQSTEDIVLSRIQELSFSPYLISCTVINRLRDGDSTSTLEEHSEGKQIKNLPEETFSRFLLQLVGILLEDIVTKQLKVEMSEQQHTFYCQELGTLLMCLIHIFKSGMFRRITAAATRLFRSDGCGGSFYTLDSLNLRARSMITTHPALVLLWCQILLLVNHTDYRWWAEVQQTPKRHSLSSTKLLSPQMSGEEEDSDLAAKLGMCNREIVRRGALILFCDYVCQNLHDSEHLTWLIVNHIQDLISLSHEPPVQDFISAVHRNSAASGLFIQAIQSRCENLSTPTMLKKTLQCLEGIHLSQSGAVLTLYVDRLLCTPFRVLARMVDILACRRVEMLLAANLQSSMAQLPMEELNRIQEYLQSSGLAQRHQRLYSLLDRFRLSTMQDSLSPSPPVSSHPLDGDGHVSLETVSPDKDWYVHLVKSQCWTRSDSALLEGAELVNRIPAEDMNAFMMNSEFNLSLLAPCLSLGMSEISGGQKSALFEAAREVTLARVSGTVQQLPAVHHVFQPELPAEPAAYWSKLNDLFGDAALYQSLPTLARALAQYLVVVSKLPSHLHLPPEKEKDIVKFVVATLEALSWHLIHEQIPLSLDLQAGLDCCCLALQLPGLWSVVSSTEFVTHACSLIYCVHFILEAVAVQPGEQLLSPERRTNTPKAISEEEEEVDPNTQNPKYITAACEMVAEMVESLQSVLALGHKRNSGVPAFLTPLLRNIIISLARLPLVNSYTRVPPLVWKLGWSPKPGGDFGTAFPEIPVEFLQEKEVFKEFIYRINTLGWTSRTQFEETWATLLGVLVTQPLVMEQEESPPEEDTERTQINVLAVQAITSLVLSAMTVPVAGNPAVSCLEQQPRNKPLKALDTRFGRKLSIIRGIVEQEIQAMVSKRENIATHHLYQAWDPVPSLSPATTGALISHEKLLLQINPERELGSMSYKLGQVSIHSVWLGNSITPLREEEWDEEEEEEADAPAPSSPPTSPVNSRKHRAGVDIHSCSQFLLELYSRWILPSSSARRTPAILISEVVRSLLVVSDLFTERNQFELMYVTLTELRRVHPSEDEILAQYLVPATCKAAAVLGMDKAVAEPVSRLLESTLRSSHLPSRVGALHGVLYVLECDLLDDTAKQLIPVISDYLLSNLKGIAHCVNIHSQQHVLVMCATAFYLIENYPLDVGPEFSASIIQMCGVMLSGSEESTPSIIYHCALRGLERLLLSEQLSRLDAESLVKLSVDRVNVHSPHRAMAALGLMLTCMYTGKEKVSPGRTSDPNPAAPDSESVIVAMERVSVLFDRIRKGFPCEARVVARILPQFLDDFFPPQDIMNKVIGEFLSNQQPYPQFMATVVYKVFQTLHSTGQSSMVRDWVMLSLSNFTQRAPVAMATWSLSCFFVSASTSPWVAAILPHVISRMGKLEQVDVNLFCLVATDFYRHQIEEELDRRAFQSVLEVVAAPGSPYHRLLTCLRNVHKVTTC
Starred values were filed as active, the others as inactive; . = no result given; & = joins results of further samples. No stated cut-off is given here; in the data, active means inhibition above about 50%; inactive means the rest.

The opening three entries as a preview:
SMILES | Pf apPOL block | mHTT-CaM PPI inh
CC(=O)c1ccc(S(=O)(=O)N2CCC(C(=O)NCCc3csc(C)n3)CC2)cc1 | -2 | -1
O=C(NCCc1cccnc1)C1CN(S(=O)(=O)c2cccnc2)CC12CCCCC2 (stereo not drawn) | -5 | 3
O=S(=O)(NCc1ccccc1)c1ccccc1Br | -3 | -9

Main list (from the top)
SMILES | Pf apPOL block | mHTT-CaM PPI inh
CC(=O)c1ccc(S(=O)(=O)N2CCC(C(=O)NCCc3csc(C)n3)CC2)cc1 | -2 | -1
O=C(NCCc1cccnc1)C1CN(S(=O)(=O)c2cccnc2)CC12CCCCC2 (stereo not drawn) | -5 | 3
O=S(=O)(NCc1ccccc1)c1ccccc1Br | -3 | -9
COc1cc(OC)c(C2C3=C(CC(C)(C)CC3=O)Nc3nc4ccccc4n32)cc1OC (stereo not drawn) | 4 | 8
COc1ccc(C2=NN(C(=O)CCCC(=O)O)C(c3ccc(C)cc3)C2)cc1OC (stereo not drawn) | -2 | 11
CCCCNC(=O)C1CCN(C(=O)c2nnn3c2COC(c2ccc(OC)cc2)C3)CC1 (stereo not drawn) | -1 | -2
CCOc1ccc(-n2nc3ccc(NC(=O)c4ccccc4F)cc3n2)cc1 | 0 | -6
COCCc1nc(C2CCN(Cc3cccs3)CC2)n[nH]1 | -4 | -7
O=C1CCC(=O)N1c1ccc(S(=O)(=O)NCc2ccccn2)cc1 | 0 | -10
Cc1cc([N+](=O)[O-])ccc1NCc1ccc(F)c(F)c1 | -7 | 5
COc1ccc(N2CN=c3s/c(=C\c4ccco4)c(=O)n3C2)cc1 | 0 | 16
CC1=C(C(=O)Nc2ccc(C)cc2C)C(c2cccc(Cl)c2)n2nnnc2N1 (stereo not drawn) | -2 | 5
Cc1ccc2[nH]c(O)c(C(=O)C(=O)Nc3ccc(F)cc3)c2c1 | -3 | 1
Cc1ccccc1NC(=O)CN1C(=O)C2CCCN2C(=O)c2ccc(F)cc21 (stereo not drawn) | -8 | -8
COc1ccc(/C=C2/C(=N)N3C(c4ccccc4)=CSC3=NC2=O)cc1Br | 5 | 10
COCCNC(=O)CSc1nc2ccccc2c(=O)n1Cc1ccco1 | 4 | -16
COc1cccc(C2C3=C(Nc4ncnn42)c2ccccc2OC3c2ccccc2F)c1 (stereo not drawn) | 7 | 5
Cn1c(=O)n(Cc2ccccc2C(F)(F)F)c2cncnc21 | -5 | -6
O=C(c1ccc(OCC2CCN(C(=O)c3c(F)cccc3F)CC2)cc1)N1CCCCC1 | -1 | 2
COC(=O)c1ccc(Oc2coc3cc(OC(=O)c4ccc5c(c4)OCO5)ccc3c2=O)cc1 | -3 | -3
Cc1ccc(-n2cnc(C(=O)Nc3ccc(F)cc3)n2)cc1 | -7 | -4
CNC(=O)N1CCCC(c2cccc(C(=O)NCc3cc(F)cc(F)c3)c2)C1 (stereo not drawn) | -7 | 16
CSc1nnc2n(C)c(=O)c3c4c(sc3n12)COC(C)(C)C4 | -18 | -1
O=C(c1nn2c(C(F)(F)F)cc(-c3ccco3)nc2c1Br)N1CCCC1 | -12 | 6
Cc1ccc(CN2C(=O)NC3(CCN(C(=O)c4ccc(F)cc4F)CC3)C2=O)cc1 | 0 | 10
(more compounds)
SMILES | Pf apPOL block | mHTT-CaM PPI inh
CC1=NN(c2cccc(C(=O)O)c2)C(=O)/C1=C/c1ccc(-c2cc([N+](=O)[O-])ccc2O)o1 | -6 | 31
COc1ccc(C(=O)Nc2cc(C)cc(C)c2O)cc1OC | -3 | 8
O=C(C1CC(c2ccccc2F)=NO1)N1CCCCC1 (stereo not drawn) | -8 | 4
CCc1ccc(N2C(C)=NS(=O)(=O)c3cccnc32)cc1 | -5 | -6
COc1ccc(N=Cc2c(Nc3ccccc3)nc3c(C)cccn3c2=O)cc1 | -13 | 4
O=[N+]([O-])c1ccc(N2CCN(CCO)CC2)cc1NCc1ccc(Cl)cc1 | -2 | 41
COc1cc(C(=O)Nc2c3c(nn2-c2cccc(C)c2)CSC3)c([N+](=O)[O-])cc1OC | 2 | 22
CN(C)CCCN1C(=O)C(O)=C(C(=O)c2cccs2)C1c1cccc([N+](=O)[O-])c1 (stereo not drawn) | 8 | 2
O=C1NC(=Nc2ccccc2Cl)S/C1=C/c1ccccc1F | -2 | 66*
COc1ccc(CNC(=O)C2CCCN(C(=O)c3cccc(C)c3)C2)cc1 (stereo not drawn) | -21 | 36
COCCN1C(=O)C(O)=C(C(=O)c2ccco2)C1c1ccc(I)cc1 (stereo not drawn) | -8 | 7
CCCNc1cc(N2CCC(CCC(=O)N3CCN(CC(C)C)CC3)CC2)ncn1 | -29 | 0
C=CCNC(=O)C(=O)Nc1cccc(Br)c1 | -2 | -5
Cn1cccc1CN(C(=O)c1ccc2c(c1)OCO2)C1CC1 | -6 | 8
CC1CN(Cc2cn3c(-c4cccc(Br)c4)nnc3s2)CC(C)O1 (stereo not drawn) | 1 | 0
CCOC(=O)N1CCN(C(=O)CCC2NC(=O)c3ccccc3NC2=O)CC1 (stereo not drawn) | -8 | -17
O=C(c1csc(COc2ccc(F)cc2F)n1)N1CCOCC1 | -6 | -9
COc1ccc(C(CC(=O)c2ccc3ccccc3c2)C(=O)c2ccc(F)cc2)cc1 (stereo not drawn) | 4 | .
O=C(Nc1ccc(N2CCOCC2)c(Cl)c1)C(Cl)(Cl)Cl | -8 | -8
Cc1ccccc1-c1onc(C)c1C(=O)NCc1ccncc1 | -4 | -1
C=CCOC(=O)COc1ccc2c(c1)OC(=Cc1ccc(OC)c(OC)c1OC)C2=O | 1 | -8
COc1ccc(-c2cc(C(F)(F)F)n3nc(C(=O)Nc4ccc(C(C)=O)cc4)cc3n2)cc1 | -1 | 1
CC(=O)c1ccc(NC(=O)Nc2ccc(Cl)cc2)cc1 | -2 | -9
Cc1cccc(-n2nc3c(c2NC(=O)c2ccco2)CS(=O)(=O)C3)c1C | -5 | -2
CCN(CC)Cc1c(O)ccc2c(=O)c(-c3ccc(Br)cc3)coc12 | -153 | 8

Fetched one by one from the entries so far, four records:
SMILES | Pf apPOL block | mHTT-CaM PPI inh
CSc1nnc2n(C)c(=O)c3c4c(sc3n12)COC(C)(C)C4 | -18 | -1
CCOC(=O)N1CCN(C(=O)CCC2NC(=O)c3ccccc3NC2=O)CC1 (stereo not drawn) | -8 | -17
COc1cc(C(=O)Nc2c3c(nn2-c2cccc(C)c2)CSC3)c([N+](=O)[O-])cc1OC | 2 | 22
COc1ccc(N2CN=c3s/c(=C\c4ccco4)c(=O)n3C2)cc1 | 0 | 16

The listing continues:
SMILES | Pf apPOL block | mHTT-CaM PPI inh
CC1CCCN(C(=O)c2ccc(-c3ccsc3)nc2)C1 (stereo not drawn) | -9 | -4
N#CC1=C(NC(=O)Cc2ccccc2)c2ccccc2CC12CCCCC2 | -2 | -9
Cc1ccc([C@H]2C[C@@H](O)[C@H](n3cc(COC(=O)c4ccccc4)nn3)CN2CC2CCCCC2)cc1 | -3 | -5
Cc1noc(-c2ccccc2Cl)c1C(=O)NCC1CCCO1 (stereo not drawn) | -3 | -8
Cc1ccc2c(C(=O)NCc3ccc(F)cc3F)cc(NC(=O)C(C)C)cc2n1 | -2 | 14
Cc1ccc(C(=O)N2CCN(c3nc4ccncc4n(C)c3=O)CC2)cc1F | 9 | 8
CCCC(=O)N1CCCN(C2=NS(=O)(=O)C(c3ccc(Cl)cc3)=C2C)CC1 | -2 | -8
COC(CNC(=O)c1ccc2c(c1)nc(C)n2-c1cccc(F)c1)OC | -2 | 2
COc1ccccc1CNC(=O)CCS(=O)(=O)Cc1ccc(Cl)cc1 | -15 | -6
CCc1sc(NC(=O)c2cc3cccc(OC)c3oc2=O)nc1-c1cccs1 | 1 | -4
CC(=O)NCc1csc(C2CCN(S(=O)(=O)c3ccc(F)cc3)CC2)n1 | 1 | -4
O=C(c1cccc(Cl)c1)N1CCC(CCOc2ccccc2)CC1 | -2 | -26
COC(=O)c1sccc1NC(=O)N1CCCn2nc(-c3ccc(OC)cc3)cc2C1 | 29 | 24
CCC(CC)C(=O)Nc1c2c(nn1-c1ccc(F)cc1)CS(=O)(=O)C2 | -3 | -2
COc1ncc(C(=O)Nc2ccccc2C)c(C)n1 | -2 | -5
COc1cccc(Oc2cc(N3CCCC3)ncn2)c1 | -1 | -1
COc1cccc(CNC(=O)N2CCc3nc(-c4ccccc4)ncc3C2)c1 | -3 | -11
COc1ccccc1NC(NC(=O)c1cccnc1)C(Cl)(Cl)Cl (stereo not drawn) | 8 | 5
Cc1nc(CNC(=O)C2CCCN2S(=O)(=O)c2cccc(C(F)(F)F)c2)cs1 (stereo not drawn) | 8 | 5
COc1ccc(NS(=O)(=O)c2cc(C(F)(F)F)cc(C(F)(F)F)c2)c([N+](=O)[O-])c1 | -6&-2 | .
CC(C)(C)c1cc(C(=O)NCc2ccccc2)nc2ccnn12 | 0 | -33
CC(C)(C)C1CC(O)CN(C(C)(C)C)C1 (stereo not drawn) | -3 | -6
O=C(CN1CCN(c2cccc(Cl)c2)C1=O)NC1CCS(=O)(=O)C1 (stereo not drawn) | -7 | -18
CSc1nc(NC=C(C#N)C(=O)C2CC2)nc(C2CC2)n1 | -8 | .
Cc1ccc(C=C2Oc3c(ccc(O)c3CN3CCOCC3)C2=O)cc1 | -22 | 7
Next results:
SMILES | Pf apPOL block | mHTT-CaM PPI inh
O=C(Nc1ccc(F)cc1)c1ccc(-c2cnc(N3CCCCC3)nc2)cc1 | 4 | -7
COc1ccccc1CN1CCC(C(=O)N2CCN(Cc3ccccc3)CC2)CC1 | -6 | 8
O=C(Cn1cc(-c2ccc(F)cc2)oc1=O)NCc1ccc(N2CCCCC2)cc1 | -3 | 2
CC(Oc1ccccc1Cl)C(=O)NCCn1nc(-n2cccn2)ccc1=O (stereo not drawn) | -10 | -9
Cc1ccc(C(=O)N2CCCC(COc3cccc(C(=O)N4CCCC4)c3)C2)cc1F (stereo not drawn) | -4 | 11
COc1ccc(N2CCN(Cc3nc4cc(Cl)c(Cl)cc4[nH]c3=O)CC2)cc1 | 0 | 53*
COc1ccc(C(=O)OC2CCC3(C)C4CCC5C6(O)C(O)C(O)C7C(CN8CC(C)CCC8C7(C)O)C6CC53OC24O)cc1OC (stereo not drawn) | -6 | .
CN(C)CCNC(=O)C1CCc2sc(C(=O)N3CCCC3)cc2C1 (stereo not drawn) | -8 | 2
O=C1C=CC(=NOC2=C(ON=C3C=CC(=O)C=C3)C(=O)c3ccccc3C2=O)C=C1 | -14 | 34
CC(C)(C)OC(=O)N1CCN(C(=O)C=CC(=O)O)CC1 | -3&2 | .
O=c1[nH][nH]c(=O)c2c(N=Cc3cc(Cl)cc(Cl)c3O)cccc12 | -7 | 0
COCCNS(=O)(=O)c1cccc([N+](=O)[O-])c1 | 1 | -3
CNC(=O)c1ccccc1Cn1cc(C)sc1=NC(=O)c1cccc(C)c1 | -7 | -2
CCOC(=O)CNC(=O)CN1CC(c2nc(-c3cccnc3)no2)C1 | 1 | -16
Cc1cn(S(=O)(=O)c2ccc(Cl)c(Cl)c2Cl)cn1 | -4 | -4
CC(=O)NCCn1c(SCc2cc(F)ccc2F)nc2ccccc2c1=O | -4 | 27
C=CCN(c1ccccc1)S(=O)(=O)c1ccc2nc(-c3ccccc3)[nH]c2c1 | -2 | 18
N=c1c(C(=O)NC2CCCC2)cc2c(=O)n3ccccc3nc2n1C1CCCC1 | -5 | -2
COc1ccc(OC)c(COCC(O)CNC(C)C)c1 (stereo not drawn) | -6 | -4
CCOCc1cn(CC(=O)c2ccccc2)c(C)nc1=N | 2 | -1
O=C(O)CCC(=O)NCC(=O)c1ccc(F)cc1 | -8 | .
Cc1oc2cc(OCC#N)ccc2c(=O)c1-c1ccc2c(c1)OCCCO2 | 2&-3 | -5&3
Cc1cccc(NC(=O)CCN2C(=O)S/C(=C\c3ccccc3)C2=O)c1 | 12 | -8
CCCS(=O)(=O)C(=C1NCCO1)S(=O)(=O)CCC | 0 | 1
CN(C)CCCOc1ccccc1I | 0 | -7
Remaining list, next part:
SMILES | Pf apPOL block | mHTT-CaM PPI inh
CCOc1ccc(C2C(=O)N(C3CCCCC3)CC(=O)N2Cc2cccc(OC)c2)cc1OC (stereo not drawn) | -6 | 9
Cc1cccc(NC(=O)N2CCC(c3nc(C(=O)N4CCCC4)c(C)o3)CC2)c1 | -4 | 1
CC1(C)COCN1S(=O)(=O)c1ccc(C(=O)Nc2nnc(-c3ccccc3Cl)o2)cc1 | -8 | 15
O=C1c2ccc(F)cc2C(=O)N1CCO | 17 | 5
COc1ccccc1C(=O)Nc1ncc(S(=O)(=O)c2ccc([N+](=O)[O-])cc2)s1 | 1&1 | -6&-10
COc1ccc(C(=O)Nc2ccc(I)cc2)cc1OC | 2 | -8
Cc1ccnc(NS(=O)(=O)c2ccc(NC(=O)CN3C(=O)CCC3=O)cc2)n1 | -4 | -18
CNC(=O)c1ccc2c(c1)N(S(=O)(=O)c1ccccc1F)CC2 | -3 | 0
CC1CC(C)CN(CCCNC(=O)C2CCCN(S(=O)(=O)N3CC(C)CC(C)C3)C2)C1 (stereo not drawn) | -17 | -3
C(=Cc1ccco1)C1=NN(Cc2ccccc2)CC1 | 12 | .
O=C(CCN1C(=O)c2cccc([N+](=O)[O-])c2C1=O)Nc1ccc(Br)cc1 | 3&6 | -1&4
CC(Oc1ccccc1Br)C(=O)NN (stereo not drawn) | -1 | 0
Nc1cccc2c1C(=O)N(c1ccccc1O)C2=O | 1 | -4
O=[N+]([O-])/C(C(Cl)=C(Cl)Cl)=C(\N1CCCCCC1)n1cncn1 | -2 | 25

Sorted by length of the SMILES (smallest number first): some entries from above.
SMILES | Pf apPOL block | mHTT-CaM PPI inh
COc1cccc(Oc2cc(N3CCCC3)ncn2)c1 | -1 | -1
COCCN1C(=O)C(O)=C(C(=O)c2ccco2)C1c1ccc(I)cc1 (stereo not drawn) | -8 | 7
Cc1ccc(C(=O)N2CCCC(COc3cccc(C(=O)N4CCCC4)c3)C2)cc1F (stereo not drawn) | -4 | 11

4 entries from above, reformatted.
structure	Pf apPOL block	mHTT-CaM PPI inh
Cc1cccc(NC(=O)N2CCC(c3nc(C(=O)N4CCCC4)c(C)o3)CC2)c1	-4	1
CC1(C)COCN1S(=O)(=O)c1ccc(C(=O)Nc2nnc(-c3ccccc3Cl)o2)cc1	-8	15
O=C1c2ccc(F)cc2C(=O)N1CCO	17	5
COc1ccccc1C(=O)Nc1ncc(S(=O)(=O)c2ccc([N+](=O)[O-])cc2)s1	1&1	-6&-10
